Screening data deposited in PubChem by several laboratories.
DNMT1 block = blocks human DNA methyltransferase DNMT1; P26358; DNMT1 molecular beacon, Hinp1I cleavage, fluorescence; inhibition (reported as % activation of signal), % at 10 µM; hit rate 0.83% among 360,000; in the data active = inhibition above about 50%
Tb MetRS inh = blocks T. brucei methionyl-tRNA synthetase activity. hit rate 0.4% among 360,000. AID 624268. purified T. brucei MetRS, ATP depletion, Kinase-Glo luminescence. inhibition, % at 11.9 µM;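 active = inhibition above a per-plate cutoff of the control wells' mean inhibition plus 3 SD, cut at about 5.5% in these data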;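 note: 0% = DMSO wells median and 100% = median of wells with control inhibitor compound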
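Test system – parasite MetRS enzyme · Reagent – substrates ATP, L-methionine and bulk Escherichia coli tRNA · Doses – 11.9 µM compound single dose, 0.9% DMSO · Times – 15 min enzyme-compound preincubation, 2 h reaction, 10 min detection, 25 °C · Signal – Kinase-Glo luminescence, ATP depletion format · Controls – DMSO-only wells as low control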
PABP1 MLLE inh = inhibitors of microRNA-mediated deadenylation, human PABP1 MLLE binding; AID 588489; P11940; hit rate 0.36% among 360,000; GST-MLLE / FITC-PAM2 fluorescence polarization; inhibition, % at 20 µM; in the data active = inhibition above about 35%, passing the limit was not always enough;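 note: plate controls were DMSO wells with GST-MLLE for no effect and wells lacking GST-MLLE protein for full effect; some results filed as inactive read as strong as hits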
Target sequence (P11940 whole entry, looked up): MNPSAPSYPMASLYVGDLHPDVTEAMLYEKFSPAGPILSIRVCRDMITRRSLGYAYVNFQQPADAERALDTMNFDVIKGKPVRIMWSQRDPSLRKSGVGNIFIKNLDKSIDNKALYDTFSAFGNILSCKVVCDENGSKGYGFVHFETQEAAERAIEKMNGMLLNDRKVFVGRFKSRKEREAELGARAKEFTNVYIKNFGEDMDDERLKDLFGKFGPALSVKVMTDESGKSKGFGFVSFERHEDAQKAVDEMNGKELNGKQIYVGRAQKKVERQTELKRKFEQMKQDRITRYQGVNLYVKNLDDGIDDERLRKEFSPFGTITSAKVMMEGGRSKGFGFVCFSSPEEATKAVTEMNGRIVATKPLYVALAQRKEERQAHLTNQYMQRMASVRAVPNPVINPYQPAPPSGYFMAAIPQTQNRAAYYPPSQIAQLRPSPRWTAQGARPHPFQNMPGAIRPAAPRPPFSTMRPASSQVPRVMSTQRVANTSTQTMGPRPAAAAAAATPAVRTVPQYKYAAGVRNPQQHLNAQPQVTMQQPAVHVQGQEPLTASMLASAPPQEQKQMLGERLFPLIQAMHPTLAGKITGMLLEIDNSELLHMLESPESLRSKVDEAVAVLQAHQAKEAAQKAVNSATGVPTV
SUMO1-SIM PPI = modulators of human SUMO1-mediated protein-protein interactions | hit rate 0.33% among 360,000 | inhibition, % at 20 µM | AID 602429 | SUMO1 binding to a labelled peptide, TR-FRET, 1 h | P63165; in the data active = inhibition above about 37%
Rpn11 block = inhibitors of human proteasome Rpn11 | O00487 | human 26S proteasome, Ub4-pepOG fluorescence polarization; 20S core pre-blocked with epoxomicin | calls only at 20 µM | hit rate 0.59% among 360,000 | AID 588493;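 active = inhibition at 20 µM, scaled to each plate's controls, above about 33%, limit read from the data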
NadD block = NadD (S. aureus) enzyme inhibition | inhibition, % at 20 µM | hit rate 0.78% among 360,000 | purified NadD enzyme, colorimetric absorbance read-out; in the data active = inhibition above about 26%; note: some compounds past the cut are filed as inactive
Scp1 inh = inhibitors of human Scp-1 phosphatase; inhibition, % at 20 µM; Recombinant Scp1, phosphopeptide, malachite green phosphate absorbance; Q9GZU7; hit rate 0.88% among 340,000;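 active = inhibition above about 50% at 20 µM, limit read from the data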;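 note: plate controls were DMSO wells with enzyme for no effect and wells lacking enzyme for full effect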
Target sequence (Q9GZU7 76-261 limits assumed): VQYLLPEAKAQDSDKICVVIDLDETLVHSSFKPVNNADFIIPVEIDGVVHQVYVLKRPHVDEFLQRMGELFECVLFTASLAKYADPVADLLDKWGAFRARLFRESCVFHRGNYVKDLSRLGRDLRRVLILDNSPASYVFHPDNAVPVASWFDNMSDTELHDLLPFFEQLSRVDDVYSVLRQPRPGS
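Test system: SCP-1 phosphatase catalytic domain, residues 76-261 | Compound dosing: One concentration, 20 µM, with 1.0% DMSO | Schedule: 45 min room-temperature reaction, 5 min colour, 30 min stabiliser | Detection: Absorbance at 630 nm | Read-out basis: % inhibition of SCP-1 phosphate liberation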
STEP inh = inhibitors of human striatal-enriched phosphatase STEP; recombinant STEP, OMFP fluorogenic substrate, fluorescence; P54829; inhibition, % at 20 µM; hit rate 0.25% among 360,000;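 active = inhibition at 20 µM, scaled per plate between control wells, above about 37%, limit read from the data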;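 note: 0% = DMSO with enzyme and substrate and 100% = substrate only without enzyme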
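Material: STEP (striatal-enriched tyrosine phosphatase) enzyme, cell-free | Medium: 50 mM Bis-Tris pH 6.0 with 2.5 mM DTT and 0.005% Tween 20 | Read-out: Percent inhibition scaled to no-enzyme and uninhibited-enzyme controls, plate-pattern corrected | Signal: Fluorescence read at 480 nm ex / 540 nm em | Times: 20 min reaction, room temperature, in the dark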
CSN deneddyl inh = blocks human CSN-mediated cullin deneddylation; Q92905; AID 651999; inhibition, % at 12.5 µM; Purified CSN, SCF-Nedd8-OG deneddylation, fluorescence polarization; hit rate 0.38% among 360,000;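 active = pattern-corrected inhibition above about 35%, with an unprinted fluorescence ratio check between 0.5 and 1.5, limit read from the data, passing the limit was not always enough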;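 note: 0% = enzyme with substrate and 100% = substrate without enzyme; some results filed as inactive read as strong as hits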
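Material: purified human Csn5 enzyme expressed in HEK293T cells / Medium: Tris buffer pH 7.5, NaCl, DTT, Tween-20, trehalose, ovalbumin / Compound dosing: 12.5 µM single point / Schedule: 90 min incubation of compound, enzyme and substrate at room temperature / Signal: fluorescence polarization of the substrate / Control set: no-enzyme wells high, enzyme-with-substrate wells low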
LMPTP block = LMPTP (human) inhibition; recombinant LMPTP-A, OMFP fluorogenic substrate, fluorescence intensity; inhibition, % at 20 µM; hit rate 0.22% among 360,000; AID 651560;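 active = compounds that cut the enzyme signal by at least half of the control window in the single-dose screen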;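 note: plate controls were DMSO wells with enzyme plus substrate for no effect and substrate without enzyme for full effect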
Target sequence (P24666 whole entry, looked up): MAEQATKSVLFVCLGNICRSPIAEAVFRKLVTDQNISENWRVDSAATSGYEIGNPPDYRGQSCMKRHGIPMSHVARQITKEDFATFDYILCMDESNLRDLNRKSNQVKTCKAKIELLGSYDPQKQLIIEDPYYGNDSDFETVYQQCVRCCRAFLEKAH
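Assay system: LMPTP-A phosphatase enzyme | Input: 0.625 nM enzyme | Also added: Fluorogenic phosphatase substrate OMFP at 400 µM final | Compound dosing: One test concentration per compound, 20 µM, with 3% DMSO overall | Schedule: 50 min enzyme reaction at room temperature, protected from light | Signal: Fluorescence intensity | Benchmarks: no-enzyme and uninhibited controls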
An asterisk follows results filed as active; i = inactive; . = not tested or not shown; + = active, no number.

#1 O=C(CNC(=O)c1ccccc1)OCc1cccc(Br)c1
#2 O=C(CCSc1ccccc1)Nc1ccccc1Br
#3 O=C(NNc1ccccn1)c1ccc(Cl)nc1
#4 Cc1ccc(OCC(=O)N(C)Cc2ccccc2)c([N+](=O)[O-])n1
#5 COc1ccc(Cl)c(Cn2c(NCCCN(C)C)nc3c2c(=O)n(C)c(=O)n3C)c1
#6 CCOC(=O)c1c(C)[nH]c(C(=O)OCC(=O)N2CC(C)OC(C)C2)c1C (centres undefined)

assay / compound,1,2,3,4,5,6
DNMT1 block,4,5,81*,0,0,5
Tb MetRS inh,-0.6,1.1,0.1,-0.9,-0.2,-1.1
PABP1 MLLE inh,6,-3,-15,23,-9,-2
SUMO1-SIM PPI,-2,-1,0,-19,-2,0
Rpn11 block,i,i,i,i,i,i
NadD block,-7,-6,2,2,-7,-4
Scp1 inh,-6,-12,-7,-3,7,-8
STEP inh,-1,-3,-2,0,0,-1
CSN deneddyl inh,-3,-11,0,-5,6,-5
LMPTP block,-0.6,0.2,-1.0,-7.9,-5.3,-0.8

#7 O=C(COc1ccc2ccccc2c1CN1CCOCC1)N1CCc2ccccc21
#8 Cc1cc2c(cc1C)N(C(=O)CCl)CC(=O)N2
#9 O=C1C=C(Nc2ccc(Cl)cc2Cl)CC(c2ccco2)C1 (centres undefined)
#10 CCOc1ccc(CN2C(=O)CC(=O)N(S(=O)(=O)c3ccc(OCC)cc3)C2=O)cc1
#11 O=C(O)c1sccc1SCc1ccc(Cl)c(Cl)c1
#12 Cc1ccc(-c2nc3ccccc3o2)cc1NC(=S)NC(=O)/C=C/c1ccco1

assay / compound,7,8,9,10,11,12
DNMT1 block,-5,13,2,1,4,26
Tb MetRS inh,-0.5,-0.1,0.3,-0.3,-0.6,-1.5
PABP1 MLLE inh,5,7,11,-31,4,-1
SUMO1-SIM PPI,-11,-3,0,10,5,16
Rpn11 block,i,i,i,i,i,i
NadD block,9,-5,-2,-1,-3,26
Scp1 inh,5,.,-4,-16,-15,-11
STEP inh,-3,-2,2,1,4,1
CSN deneddyl inh,3,5,-4,4,-1,8
LMPTP block,-0.7,-0.6,0.0,-1.8,-1.0,2.4

#13 Cc1ccc(C)c(NC(=S)NCCc2c[nH]c3ccccc23)c1
#14 CCOC(=O)CSc1nnc(NC(=O)c2cccc(S(=O)(=O)N3CCCC3)c2)s1
#15 Cc1cc(OCC(=O)N(C)Cc2ccccc2)cc(C)c1Cl
#16 COc1ccc(N(CC(=O)NCC2CCCO2)C(=O)CCC(=O)Nc2cc(C)on2)cc1OC (centres undefined)
#17 CS(=O)(=O)N1CCC(C(=O)Nc2cccc(Br)c2)CC1
#18 CCCNc1ncnc2sc(C)c(C)c12

assay / compound,13,14,15,16,17,18
DNMT1 block,-7,3,1,2,-5,2
Tb MetRS inh,-0.2,-1.3,-0.3,3.9,0.8,-0.8
PABP1 MLLE inh,-40,0,3,3,13,-4
SUMO1-SIM PPI,5,6,4,-4,2,1
Rpn11 block,i,i,i,i,i,i
NadD block,-6,-4,2,-5,1,8
Scp1 inh,-7,-9,-18,-4,-8,5
STEP inh,2,-3,2,-3,1,-1
CSN deneddyl inh,0,-8,5,5,-1,-5
LMPTP block,0.8,-1.8,1.0,-0.3,-1.9,1.0

#19 O=C(NCCOc1ccccc1)c1ccccc1NC(=O)C1CCCO1 (centres undefined)
#20 CCOC(=O)c1c(NC(=S)Nc2ccccc2)sc2c1CCN(C)C2
#21 C[C@@]12C(C[C@H](O)[C@@]34C[C@@H](CCC13)[C@@H](CO)C4=O)[C@](C)(C(=O)O)CC[C@@H]2O (some centres undefined)
#22 CCC/C(O)=C1\C(=O)CCCC1=NCCc1c(C)[nH]c2ccc(OC)cc12
#23 COc1ccc(OC(F)(F)F)cc1CC1(C)C(=O)Nc2ccc(S(=O)(=O)NC3CCCCC3)cc21 (centres undefined)
#24 CCC(=O)Nc1ccc(N2CCN(S(C)(=O)=O)CC2)cc1

assay / compound,19,20,21,22,23,24
DNMT1 block,1,-5,4,3,-11,1
Tb MetRS inh,-0.1,0.3,-0.6,0.0,-0.1,0.0
PABP1 MLLE inh,9,-28,3,-1,0,7
SUMO1-SIM PPI,0,-22,-2,1,3,-1
Rpn11 block,i,.,i,i,i,i
NadD block,-8,4,-6,-7,-4,-6
Scp1 inh,10,-2,.,0,.,-11
STEP inh,-2,7,-2,0,0,-1
CSN deneddyl inh,3,18,-5,-6,-1,6
LMPTP block,-1.7,-0.3,-1.8,0.2,-0.7,-0.9

#25 Cc1ccc(CCN2CC(C(=O)NC3CCC(C)CC3)CC2=O)cc1 (centres undefined)
#26 CCc1ccc(C2=NN(CCC(=O)NC3CCCCCC3)C(=O)CC2)cc1
#27 O=C(c1cc2ccccc2o1)N1CCN(c2ccccc2Cl)CC1
#28 CCN(CC)S(=O)(=O)c1ccc2c(c1)nc(SCC(N)=O)n2-c1ccc(OC)cc1
#29 CCOc1ccc(C(C(=O)NC2CCCC2)N(CCOC)C(=O)CNC(=O)c2ccco2)cc1 (centres undefined)
#30 COc1cc(CCC(=O)N2CCN(S(=O)(=O)c3ccc(C)cc3)CC2)cc(OC)c1OC

assay / compound,25,26,27,28,29,30
DNMT1 block,0,0,-4,-3,-2,4
Tb MetRS inh,0.3,-0.4,-0.3,-1.4,-0.1,-0.5
PABP1 MLLE inh,-1,-7,-66,-29,1,4
SUMO1-SIM PPI,-2,-1,2,0,-3,-5
Rpn11 block,i,i,i,i,i,i
NadD block,3,-2,2,-3,5,-2
Scp1 inh,.,-5,11,-7,0,2
STEP inh,-3,-3,-1,-5,1,1
CSN deneddyl inh,2,2,4,1,-1,-6
LMPTP block,0.1,0.4,1.2,-0.3,-0.8,-1.4

#31 C=C(C)CSc1nnc(CCCCCNC(=O)OC(C)(C)C)o1
#32 CCCCOc1ccc(C(=O)NCC(=O)NC2CCCCC2)cc1
#33 Cc1nc([N+](=O)[O-])cn1CC(=O)Nc1ccc(F)c(Cl)c1
#34 COc1ccc(NC(=O)CSc2cc(C)ccc2C)cn1
#35 O=C(C1=C(O)C(=O)N(c2ncccn2)C1c1ccc(Cl)cc1)c1ccco1 (centres undefined)
#36 COc1cccc(NC(=S)NNC(=O)Cn2nc([N+](=O)[O-])cc2C)c1

assay / compound,31,32,33,34,35,36
DNMT1 block,-2,11,-1,3,23,4
Tb MetRS inh,1.8,-0.3,0.7,0.4,-0.9,-0.1
PABP1 MLLE inh,-32,2,3,-5,-38,2
SUMO1-SIM PPI,2,4,-1,-2,6,-13
Rpn11 block,i,i,i,i,i,i
NadD block,-1,1,-4,-8,6,-1
Scp1 inh,-11,-2,1,8,-5,3
STEP inh,1,-1,-1,0,2,-1
CSN deneddyl inh,-1,3,0,3,25,-9
LMPTP block,-0.3,-1.1,-0.1,-0.6,0.6,1.6

#37 O=C(COc1ccccc1)N(Cc1ccccc1)c1nc(-c2ccccc2)cs1
#38 CC(=O)NNC(=O)c1cc2c3ccccc3n(C)c2s1
#39 CN(Cc1ccco1)S(=O)(=O)c1nnc(NC(=O)c2cccc(Cl)c2)s1
#40 c1ccc(CN2CCc3[nH]c4ccccc4c3C2)cc1
#41 O=C(NCCOc1ccccc1F)c1ccccc1SCc1ccc(F)cc1
#42 CCSc1nnc(-c2ccc(S(=O)(=O)N3CCCC3)cc2)n1C

assay / compound,37,38,39,40,41,42
DNMT1 block,6,-1,3,-6,-2,3
Tb MetRS inh,-0.1,-0.5,-0.4,0.4,-0.4,0.1
PABP1 MLLE inh,-7,3,-13,-32,1,2
SUMO1-SIM PPI,-2,-1,5,-3,-1,-3
Rpn11 block,i,i,i,i,i,i
NadD block,1,-7,4,1,-5,-1
Scp1 inh,-6,-12,-2,-5,-7,-4
STEP inh,-2,2,-2,0,-1,-2
CSN deneddyl inh,-2,4,2,-1,-2,2
LMPTP block,1.3,0.4,-0.4,2.2,1.1,-1.4

#43 C=CCOc1ccccc1CNc1ccccc1C
#44 C[C@H]1COC(=O)[C@H](CC(=O)OC(C)(C)C)C/C=C\C[C@@H](CC(=O)N[C@H](CO)Cc2ccccc2)C(=O)N1
#45 COc1ccc(NC(=S)NC2CCCCCC2)c(OC)c1
#46 COc1ccc(CCN=C(C)c2cc(C)c(C)cc2O)cc1OC
#47 COc1cc(/C=C2/C(=N)N3C(=NC2=O)SN=C3S(C)(=O)=O)ccc1OC(=O)c1ccco1
#48 C=CCOc1ccc(CNc2ccc(NC(=O)CC(C)C)cc2)cc1OC

assay / compound,43,44,45,46,47,48
DNMT1 block,0,8,-2,1,9,-26
Tb MetRS inh,-0.1,-0.2,-0.4,-0.3,0.4,-0.8
PABP1 MLLE inh,0,-5,-25,6,-48,-17
SUMO1-SIM PPI,-2,-21,1,1,-7,-1
Rpn11 block,i,i,i,i,+,i
NadD block,6,-1,-4,-6,6,1
Scp1 inh,-5,-2,4,-9,3,-4
STEP inh,1,1,5,2,0,-1
CSN deneddyl inh,-9,2,-17,2,31,-4
LMPTP block,0.5,-0.4,-1.1,-1.4,-0.8,0.5

#49 CC1=NN(C(N)=S)C(=O)C1N=Nc1ccccc1C (centres undefined)
#50 O=C(COC(=O)/C=C/c1ccc([N+](=O)[O-])cc1)NCc1ccccc1
#51 CCOC(=O)c1ccc(NC(=O)c2nc(S(=O)(=O)Cc3ccccc3)ncc2Cl)cc1
#52 NC(N)=NS(=O)(=O)c1ccc(NC(=S)NC(=O)/C=C/c2cccs2)cc1

assay / compound,49,50,51,52
DNMT1 block,-3,5,-5,-2
Tb MetRS inh,-0.1,0.1,-0.2,0.0
PABP1 MLLE inh,19,1,28,6
SUMO1-SIM PPI,-22,-11,-13,-1
Rpn11 block,i,i,i,i
NadD block,4,-8,-1,22
Scp1 inh,16,7,-11,-3
STEP inh,-3,2,1,-2
CSN deneddyl inh,0,0,3,-17
LMPTP block,1.4,-1.9,0.7,47
